High-throughput results deposited in PubChem by several laboratories.
m5-HT2A agonist – activates the mouse 5-HT2A serotonin receptor. P35363. actives 0.66% (n = 360,000). activation, % at 7.6 µM. CHO-K1 mHTR2A beta-arrestin complementation, luminescence; percent of 30 µM serotonin response;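 active means activation above a run cutoff, the mean activation of all tested compounds plus 3 SD, cut at about 14% in these data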;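 further: 0% = plate median of compound wells and 100% = 30 µM serotonin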
Glyco luc inh – blocks N-linked glycosylation in D54 reporter cells; D54 ERlucT glycosylation luciferase reporter, 24 h; percent of 100 nM tunicamycin response; reporter increase, % at 12.5 µM; actives 0.23% (n = 360,000); AID 588692;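 active means mean luciferase reporter signal, scaled so untreated is 0 and the glycosylation-blocking control 100, at or above a set limit in every replicate; inconclusive means mean reaches the limit but not every replicate does; inactive means mean below the limit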;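 further: luciferase carries N-glycosylation sites so blocking glycosylation raises the light; 0% = median of neutral control wells and 100% = median of 100 nM tunicamycin wells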
ABHD5 PLIN5 PPI – ABHD5-PLIN5 protein interaction inhibition; Split G. princeps luciferase complementation, luminescence, 4 h; inhibition, % at 4 µM; actives 0.78% (n = 360,000); AID 602281;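 active means inhibition above the mean inhibition across every tested compound plus 3 SD, cut at about 22% in these data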;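 further: 0% = DMSO only wells and the 100% control is not disclosed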
MC4R barr agon – activates human MC4R beta-arrestin recruitment. actives 0.98% (n = 360,000). U2OS MC4R beta-arrestin complementation, luminescence; percent of melanotan II response, DMSO zero. AID 540308. activation, % at 8.9 µM. P32245;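 active means activation above a per-plate cutoff, the mean activation of sample wells on that plate plus 3 SD, cut at about 8% in these data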
PDI inh – blocks human protein disulfide isomerase activity. actives 0.052% (n = 350,000). PDI insulin aggregation turbidity, A650, 90 min. inhibition, % at 10 µM;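 active means mean inhibition across replicates of 30% or more, whatever share of single replicates reach that level; inconclusive means mean inhibition below 30% while every single replicate reaches 30%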;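 further: absorbance from insulin aggregation driven by PDI reduction with DTT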
MC4R antag cAMP – human MC4R antagonism in cAMP assay. P32245. MC4R-expressing cells, MTII-stimulated cAMP, LANCE TR-FRET. inhibition, % at 6.5 µM. actives 0.48% (n = 360,000);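 active means inhibition above its plate's cutoff, the mean of tested wells on that plate plus 3 SD, cut at about 29% in these data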;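 further: 0% = Melanotan II alone and 100% = Melanotan II plus saturating MCL0020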
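Test system: U2OS cells stably expressing human melanocortin 4 receptor (MC4R); also added: Melanotan II challenge; compound: 6.5 µM single dose; timing: 30-min compound preincubation, 1-h Melanotan II challenge, 1-h detection, room temperature; signal: Eu-cAMP/anti-cAMP TR-FRET, emission 671 nm; repeats: one well per compound, no replicates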
Exocytosis inh – blocks lytic granule exocytosis | TALL-104 LAMP-1 surface exposure, flow cytometry; cells stimulated with thapsigargin and PMA | inhibition, % at 10 µM | actives 0.66% (n = 360,000);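 active means inhibition above about 55%, limit read from the data; inconclusive means no clear call, values can overlap the other calls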
ABCB6 inh 2 – human ABCB6 transporter inhibition | Q9NP58 | K562-ABCB6 porphyrin accumulation, flow cytometry, 1 h; stronger effect = lower value | fluorescence ratio to DMSO, % at 10 µM | actives 0.19% (n = 360,000);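 active means fluorescence ratio to DMSO below 75%, the collection mean minus 3 SD; inconclusive means too few cells collected in the well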;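 further: signal is porphyrin accumulated inside mitochondria; 100% equals median channel fluorescence of DMSO control wells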
Target sequence (Q9NP58 whole entry, looked up): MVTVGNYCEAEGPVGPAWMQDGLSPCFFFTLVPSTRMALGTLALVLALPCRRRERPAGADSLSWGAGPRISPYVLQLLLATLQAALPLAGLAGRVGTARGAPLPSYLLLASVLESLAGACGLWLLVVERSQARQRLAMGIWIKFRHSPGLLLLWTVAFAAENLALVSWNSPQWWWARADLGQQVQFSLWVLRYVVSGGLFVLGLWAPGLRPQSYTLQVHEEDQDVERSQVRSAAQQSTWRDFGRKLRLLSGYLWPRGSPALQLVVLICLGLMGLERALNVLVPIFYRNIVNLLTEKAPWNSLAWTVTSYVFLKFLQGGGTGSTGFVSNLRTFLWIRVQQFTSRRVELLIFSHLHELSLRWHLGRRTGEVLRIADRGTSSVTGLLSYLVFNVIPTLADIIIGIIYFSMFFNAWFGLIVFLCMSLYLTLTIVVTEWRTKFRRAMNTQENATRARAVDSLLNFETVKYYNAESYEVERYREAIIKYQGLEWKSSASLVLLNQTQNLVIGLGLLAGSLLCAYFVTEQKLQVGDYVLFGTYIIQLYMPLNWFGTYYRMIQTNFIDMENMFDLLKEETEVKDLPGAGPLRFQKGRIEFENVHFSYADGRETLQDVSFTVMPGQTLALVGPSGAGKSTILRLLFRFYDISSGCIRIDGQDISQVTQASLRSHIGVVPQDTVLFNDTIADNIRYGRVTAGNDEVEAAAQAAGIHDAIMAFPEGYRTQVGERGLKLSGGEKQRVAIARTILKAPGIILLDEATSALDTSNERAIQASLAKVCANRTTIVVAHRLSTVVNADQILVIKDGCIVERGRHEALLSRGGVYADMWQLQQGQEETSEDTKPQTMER
CaV13 ICDI inh – Disruptors of the CACNA1D IQ motif to Ca2+-dependent inactivation inhibitor domain association, primary screening, Förster resonance energy transfer in intact living …; actives 0.098% (n = 340,000); inhibition, % at 12.3 µM; HEK cells, CFP/YFP FRET ICDI-IQ, plate reader, 10 min; percent FRET-ratio fall versus neutral wells;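 active means mean replicate inhibition of at least 30% and at least 1% of replicates passing that level; inconclusive means only one of the two criteria is met; inactive means neither criterion is met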;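 further: 0% = median of the neutral control wells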
Cardio protect – myocardial damage modulation in H9c2 cells; H9c2 cardiomyocytes, H2O2 injury protection, ATPLite, 2 h; protection from H2O2 cell death, % at 20 µM; actives 0.63% (n = 360,000); AID 588492;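 active means compounds giving at least 50% protection of heart cells from peroxide-induced death in the single-dose screen, raw or plate-pattern-corrected value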;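 further: 0% = DMSO wells with peroxide and 100% = DMSO wells without peroxide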
* = called active by the depositor; ? = inconclusive; / = no result given.

The line under a structure holds: m5-HT2A agonist, Glyco luc inh, ABHD5 PLIN5 PPI, MC4R barr agon, PDI inh, MC4R antag cAMP, Exocytosis inh, ABCB6 inh 2, CaV13 ICDI inh, Cardio protect
> Cc1nc(Cl)sc1C(=O)NC(C)c1ccc(Cl)cc1 (centres undefined)
→ -1, -1, -8, -1.3, -5, 17, 4, 109, -3, -18
> CCNc1nc(Oc2ccc(C(=O)OC)cc2)nc(N(C)C)n1
→ 2, -1, 2, -1.1, 6, 12, 1, 109, /, 2
> CC1(C(=O)NS(=O)(=O)c2ccccc2Cl)CCN1C(=O)C1(c2ccccc2)CC1 (centres undefined)
→ -3, 0, -10, -0.1, 7, 3, -1, 81, -5, -2
> Cc1cc(-c2ccccc2)n(-c2cc(N/N=C/c3ccccc3O)ncn2)n1
→ -8, -10, 4, -0.3, 12, -32, 5, 93, -16, 30
> COc1ccc(N2CCN(C(=O)c3cccnc3SCc3cccc(Br)c3)CC2)cc1
→ -1, -2, 7, -1.6, -1, 11, 3, 95, -17, -5
> COc1ccc([C@H]2CC(=O)C=C(c3ccc(C)cc3)C2)cc1
→ 0, 1, -7, -1.3, -2, 4, -13, ?, -11, -9
> CCCN1C(=O)S/C(=C\c2ccc(N3CCOCC3)o2)C1=O
→ 0, -1, 74*, -2.4, -5, -2, 81*, 100, -5, -4
> Cc1c(Cl)cccc1-n1c(SCC(=O)NCc2cccs2)nnc1-c1ccncc1
→ 3, -1, 6, -0.8, -1, -5, -1, 103, -3, 10
> COc1cc(C(F)(F)F)c(C(=O)N(C)Cc2cc(Cl)cc(Cl)c2)cn1
→ 0, -3, -2, 2.1, -15, -6, -9, 97, 10, 2
> COCCn1c(=NC(=O)CN2C(=O)CCC2=O)sc2cc(S(N)(=O)=O)ccc21
→ 0, 2, -6, 1.2, -3, 5, -6, 101, -3, 2
> COc1ccc(S(=O)(=O)N2CCOCC2)cc1NC(=O)CC(C)c1ccccc1 (centres undefined)
→ -2, -2, -3, -0.8, 1, 2, 1, 93, -2, -1
> Cc1nn(C)c(C(=O)N/N=C/c2ccc(Br)cc2)c1Cl
→ -5, 4, -2, -2.3, -20, 1, 3, 93, -3, -2
> CC(C)C(C)N(Cc1ccc(C(=O)O)cc1)C(=O)c1ccc2ccccc2n1 (centres undefined)
→ 3, 0, 0, 0.2, -10, 7, -1, 96, -96, 5
> CCCC(=O)NC(=S)Nc1cccc(-c2nc3ncccc3o2)c1
→ 4, 2, -1, -0.3, -2, -1, 2, 98, -2, 8
> O=C(CCc1ccccc1)NNC(=O)c1ccc(F)cc1
→ 1, -1, -2, 0.3, -3, 4, -6, 89, 3, 0
> CCCC[C@@H]1C=C(C(=O)O)[C@H](c2ccc(C#N)cc2)N1S(=O)(=O)c1ccc(C)cc1
→ 4, 1, -4, 2.6, 5, 21, -1, 103, -5, 3
> O=C(CCN1C(=O)S/C(=C\C=C\c2ccccc2)C1=O)Nc1ccc(O)cc1
→ -4, 11, 17, 2.3, -2, 12, -7, 97, -2, -6
> O=C(C[n+]1ccc(C(=O)NCc2ccccc2)cc1)c1ccc2c(c1)OCCO2
→ -4, -1, 1, 2.9, 0, 9, -1, 104, -3, 0
> Cc1ccc(/C=N/n2nnnc2N)cc1
→ 3, 5, 7, -2.0, 3, -1, -1, 100, -21, -1
> Cc1ccc(-n2nnnc2-c2cnn(-c3ccc(F)cc3)c2C(F)(F)F)cc1
→ -1, -3, 2, -1.0, 18, -4, -1, 88, -4, -10

Taken from above:
Cc1cc(-c2ccccc2)n(-c2cc(N/N=C/c3ccccc3O)ncn2)n1 in CaV13 ICDI inh is listed with -16
CCCN1C(=O)S/C(=C\c2ccc(N3CCOCC3)o2)C1=O in PDI inh is listed with -5

A different layout for part of the listing above:
| canonical_smiles | m5-HT2A agonist | Glyco luc inh | ABHD5 PLIN5 PPI | MC4R barr agon | PDI inh | MC4R antag cAMP | Exocytosis inh | ABCB6 inh 2 | CaV13 ICDI inh | Cardio protect |
| --- | --- | --- | --- | --- | --- | --- | --- | --- | --- | --- |
| Cc1ccc(-n2nnnc2-c2cnn(-c3ccc(F)cc3)c2C(F)(F)F)cc1 | -1 | -3 | 2 | -1.0 | 18 | -4 | -1 | 88 | -4 | -10 |
| O=C(CCc1ccccc1)NNC(=O)c1ccc(F)cc1 | 1 | -1 | -2 | 0.3 | -3 | 4 | -6 | 89 | 3 | 0 |
| Cc1nn(C)c(C(=O)N/N=C/c2ccc(Br)cc2)c1Cl | -5 | 4 | -2 | -2.3 | -20 | 1 | 3 | 93 | -3 | -2 |
| CCCC[C@@H]1C=C(C(=O)O)[C@H](c2ccc(C#N)cc2)N1S(=O)(=O)c1ccc(C)cc1 | 4 | 1 | -4 | 2.6 | 5 | 21 | -1 | 103 | -5 | 3 |

Other results follow.
The line under a structure holds: m5-HT2A agonist, Glyco luc inh, ABHD5 PLIN5 PPI, MC4R barr agon, PDI inh, MC4R antag cAMP, Exocytosis inh, ABCB6 inh 2, CaV13 ICDI inh, Cardio protect
> COC(=O)C1=C(C)N(c2ccc(F)cc2)/C(=C/c2ccc(O)cc2)C1=O
→ 1, -1, -3, -1.0, 7, 9, -1, 97, -4, 4
> CC(C)COC(=S)Nc1ccccc1
→ 7, -1, 1, -0.2, -7, 8, -4, 98, -6, -12
> Cc1ccc(/C=C2\CCC3=C2OC(N)=C(C#N)C3c2ccc(C)cc2)cc1 (centres undefined)
→ -4, 1, 6, 4.7, 11, 9, 1, 755, /, -10
> CCC(c1nnnn1C1CCCCC1)N1CCN(C(=O)c2ccco2)CC1 (centres undefined)
→ 1, 1, 0, -1.7, -10, 5, 0, 105, -17, -5
